Screens from PubChem BioAssay.
DAX1 inh-1: blocks DAX1 repression of SF-1 activated StAR promoter | actives 1.1% (n = 370,000) | HEK293T StAR-luciferase reporter, SF-1/DAX-1 repression relief | AID 652010 | inhibition, % at 6.8 µM;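 active = inhibition above the mean over all tested compounds plus 3 SD, cut at about 3.6% in these data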;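 also: 0% = DAX-1 cells with DMSO and 100% = cells lacking DAX-1 with DMSO; higher inhibition means more luminescence from relief of DAX-1 repression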
hgDAF12 agonist: hgDAF-12 agonism, primary luciferase screen. actives 1.8% (n = 370,000). HEK293 GAL4-hgDAF12 UAS-luciferase reporter, agonist luminescence; normalized to butyrate control. activation, % at 6.8 µM;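 active = activation above a cutoff set at the mean of all screened compounds plus 3 SD, cut at about 10% in these data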;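 also: 0% = DMSO wells and 100% = sodium butyrate wells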
SMARCA2 act: activators of SMARCA2 function. actives 1% (n = 370,000). MG213 cells, MMTV-luciferase reporter, dexamethasone, overnight. activation, % at 9.1 µM; in the data active = activation above about 7.8%;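 also: 0% = vehicle wells and 100% = reference activator wells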
hcDAF-12 act: activators of H. contortus DAF-12 nuclear receptor; AID 652067; actives 1.4% (n = 370,000); HEK293 hcDAF-12 lit1-tk-luc reporter, luminescence; 0% DMSO, 100% Δ7-dafachronic acid; activation, % at 6.8 µM;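 active = activation above the mean of all tested compounds plus 3 SD, cut at about 5.5% in these data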;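 also: 100% = response to 3 µM Δ7-dafachronic acid high control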
DAX1 inh-2: inhibits human nuclear receptor DAX1; HEK293 Gal4-DAX1 luciferase reporter, luminescence; inhibition, % at 6.75 µM; actives 0.99% (n = 340,000); AID 504766;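 active = inhibition above the mean over all tested compounds plus 3 SD, cut at about 4.2% in these data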;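 also: 0% = DAX1-transfected cells with DMSO and 100% = empty-vector control cells with DMSO; inhibition shows as a rise in luminescence from relieved DAX1 repression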
Target sequence (P51843 207-470 limits assumed): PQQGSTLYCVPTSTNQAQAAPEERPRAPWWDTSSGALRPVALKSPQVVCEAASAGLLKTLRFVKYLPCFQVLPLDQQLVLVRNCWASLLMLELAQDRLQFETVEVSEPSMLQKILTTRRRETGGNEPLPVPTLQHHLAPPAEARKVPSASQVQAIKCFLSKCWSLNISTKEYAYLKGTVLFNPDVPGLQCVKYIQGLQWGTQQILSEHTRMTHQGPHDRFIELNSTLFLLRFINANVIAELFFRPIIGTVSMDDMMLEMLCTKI
PLCb3 inh: PLC-beta3 (human) inhibition, primary screen. Q01970. Purified PLC-beta3, fluorogenic substrate, fluorescence. inhibition, % at 12.2 µM. actives 0.18% (n = 370,000). AID 720704; in the data active = inhibition above about 11%;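 also: 0% = median of compound wells on plate and 100% = full blocker control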
FXN GAA850 act: frataxin GAA850 promoter activation | HEK293 lucGAA850 FXN promoter luciferase reporter, 24 h; percent of 10 µM SAHA response | activation, % at 6 µM | AID 540364 | actives 0.56% (n = 360,000);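 active = activation above the average of all compounds screened plus 3 SD, cutoff fixed separately per campaign, cut at about 7.5% in these data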;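 also: 0% = DMSO wells and 100% = 10 µM SAHA wells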
HGIII-sPLA2 inh: Inhibits HGIII-sPLA2 liposome hydrolysis, primary screen | Q9NZ20 | QFRET BODIPY PC-A2 liposome hydrolysis, fluorescence | inhibition, % at 12.2 µM | actives 0.56% (n = 370,000) | AID 743126;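 active = inhibition above mean plus 3 SD of compounds lying within the high and low control bounds, cut at about 19% in these data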;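 also: 0% = median of test compound wells and 100% = no enzyme DMSO wells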
PG9 Ab binder: small molecules binding HIV-1 gp120 antibody PG9; AID 624416; inhibition, % at 6.7 µM; TR-FRET gp120-PG9 antibody binding; actives 0.43% (n = 360,000); in the data active = inhibition above about 8.5%
NR1D1 modulator: modulates human Rev-erb alpha binding to DNA | P20393 | Rev-erbα–FITC-DNA binding, fluorescence polarization, 90 min | activity, % at 10 µM | actives 0.79% (n = 370,000) | AID 1259318;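 active = activity above about 14%, limit read from the data; passing the limit was not always enough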;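 also: 0% = DMSO wells with 35 nM protein and 100% = DMSO wells with 750 nM protein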
Target sequence (P20393 whole entry, looked up): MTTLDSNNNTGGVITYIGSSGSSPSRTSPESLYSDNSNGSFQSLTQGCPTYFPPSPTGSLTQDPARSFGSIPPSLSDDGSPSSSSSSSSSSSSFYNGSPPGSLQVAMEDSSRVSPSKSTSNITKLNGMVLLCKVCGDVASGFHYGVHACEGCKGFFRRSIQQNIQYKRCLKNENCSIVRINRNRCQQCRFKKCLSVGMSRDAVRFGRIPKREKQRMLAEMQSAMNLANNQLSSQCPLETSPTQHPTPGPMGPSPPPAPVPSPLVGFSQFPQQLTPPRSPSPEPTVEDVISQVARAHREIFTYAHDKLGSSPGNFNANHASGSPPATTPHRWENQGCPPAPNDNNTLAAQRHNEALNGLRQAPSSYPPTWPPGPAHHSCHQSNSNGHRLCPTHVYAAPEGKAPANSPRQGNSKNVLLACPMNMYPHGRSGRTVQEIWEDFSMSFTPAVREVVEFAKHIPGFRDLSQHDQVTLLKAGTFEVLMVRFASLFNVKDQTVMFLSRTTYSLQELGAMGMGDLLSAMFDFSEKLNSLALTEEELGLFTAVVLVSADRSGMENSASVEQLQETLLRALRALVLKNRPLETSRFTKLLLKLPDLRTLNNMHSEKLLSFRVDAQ
ssDAF-12 act: S. stercoralis DAF-12 activation, primary screen | HEK293 ssDAF-12/GRIP1 lit1-tk-luc reporter, luminescence; % of 3 µM dafachronic acid response | AID 652126 | actives 1% (n = 370,000) | activation, % at 6.8 µM;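 active = activation above the mean over all tested compounds plus 3 SD, cut at about 0.9% in these data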;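 also: 0% = DMSO-only wells and 100% = 3 µM delta7-dafachronic acid wells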
Starred values were filed as active, the others as inactive; / = no result given.

SMILES	DAX1 inh-1	hgDAF12 agonist	SMARCA2 act	hcDAF-12 act	DAX1 inh-2	PLCb3 inh	FXN GAA850 act	HGIII-sPLA2 inh	PG9 Ab binder	NR1D1 modulator	ssDAF-12 act
CN(C(=O)CSc1nnc(-c2ccc(Cl)cc2)n1CC1CCCO1)C1CCS(=O)(=O)C1 (stereo not given)	-0.9	0.0	-1	-0.6	0.2	-3	-1.6	2	-0.9	-1	-0.9
CCOC(=O)c1cccc(NC(=O)CNS(=O)(=O)c2cccs2)c1	1.0	0.6	-3	-1.6	1.4	1	-0.8	-12	-1.8	-5	-1.3
COC(=O)[C@]12CCCCC=C1N(Cc1ccccc1)C(=O)[C@H](CC(=O)NCC13CC4CC(CC(C4)C1)C3)C2	-0.3	-0.5	0	-0.3	/	6	/	-8	-1.9	-4	-1.2
COC(=O)NC1CCC(NC(=O)OC)CC1 (stereo not given)	-0.2	0.8	-4	-1.8	-0.5	0	3.0	14	-1.0	-2	-1.0
COc1ccc(-n2nc3c(c2NC(=O)C(C)Oc2ccccc2)CS(=O)C3)cc1 (stereo not given)	-0.2	-0.5	-1	-0.8	0.1	-6	-0.1	4	0.0	0	-1.6
Cc1cccc(NC(=O)CSc2nnc(-c3ccncc3)n2CC2CCCO2)c1 (stereo not given)	0.2	-0.9	-4	-2.6	2.9	2	2.4	4	2.6	0	-1.0
Cc1cc(C)c(C)c(S(=O)(=O)N2CCC(C(=O)Nc3ccncc3)CC2)c1C	1.4	-4.3	-1	-1.2	-1.3	-8	-0.7	-25	-1.9	-3	-0.2
C[C@H]1COc2cccc(N3CCSCC3)c2S(=O)(=O)N1C	-0.9	-1.8	-2	1.6	/	0	/	5	/	-1	-2.1
Cc1ccc(S(=O)(=O)NC2=C(N3CCN(Cc4ccccc4)CC3)C(=O)c3ccccc3C2=O)cc1	1.2	0.8	6	-0.4	5.3*	4	-1.4	5	-4.6	-1	-1.4
O=S(=O)(Cc1ccccc1)NCC1CCCO1 (stereo not given)	-0.5	1.8	-3	-0.1	0.3	-4	0.1	9	1.7	2	-0.8
CCC(NS(=O)(=O)c1ccc2c(c1)Cc1cc(S(=O)(=O)NC(CC)C(=O)O)ccc1-2)C(=O)O (stereo not given)	0.1	-0.7	-2	1.7	1.8	-4	-0.2	-2	-3.4	3	-1.4
Cc1cc(OCC(=O)NCCc2ccc(S(N)(=O)=O)cc2)c2c(C)c(C)c(=O)oc2c1	0.4	-0.1	3	-0.5	0.5	-36	-0.1	4	10*	6	-1.3
O=C(CN1C(=O)COc2ccc(Cl)cc21)Nc1ccccn1	-0.5	0.4	-3	-3.8	-1.8	-7	1.5	5	-0.5	0	-1.4
O=C(COc1ccc(F)cc1)N/N=C/c1cccc2cccnc12	-1.3	-5.5	-2	-1.1	-0.3	-7	-0.8	-5	-2.3	-1	-1.0
COc1ccccc1N1CCN(C(=O)[C@@H]2CCCN2C2=NS(=O)(=O)c3ccccc32)CC1	0.6	2.4	7	0.5	4.2	1	-2.2	-6	-1.5	-2	-1.0

Record cards, from the list above.
`CCC(NS(=O)(=O)c1ccc2c(c1)Cc1cc(S(=O)(=O)NC(CC)C(=O)O)ccc1-2)C(=O)O` (stereo not given) across the screens: DAX1 inh-1: 0.1; hgDAF12 agonist: -0.7; SMARCA2 act: -2; hcDAF-12 act: 1.7; DAX1 inh-2: 1.8; PLCb3 inh: -4; FXN GAA850 act: -0.2; HGIII-sPLA2 inh: -2; PG9 Ab binder: -3.4; NR1D1 modulator: 3; ssDAF-12 act: -1.4
`C[C@H]1COc2cccc(N3CCSCC3)c2S(=O)(=O)N1C` across the screens: DAX1 inh-1: -0.9; hgDAF12 agonist: -1.8; SMARCA2 act: -2; hcDAF-12 act: 1.6; DAX1 inh-2: /; PLCb3 inh: 0; FXN GAA850 act: /; HGIII-sPLA2 inh: 5; PG9 Ab binder: /; NR1D1 modulator: -1; ssDAF-12 act: -2.1

Next section
SMILES	DAX1 inh-1	hgDAF12 agonist	SMARCA2 act	hcDAF-12 act	DAX1 inh-2	PLCb3 inh	FXN GAA850 act	HGIII-sPLA2 inh	PG9 Ab binder	NR1D1 modulator	ssDAF-12 act
CSCC(=O)N1CCCC(CNC(=O)c2ccc(-c3ccccc3)cc2)C1 (stereo not given)	-1.3	2.3	-3	-1.0	1.0	3	-0.5	-3	0.6	1	-1.4
NS(=O)(=O)c1ccc(CCNS(=O)(=O)c2ccc3c(c2)NC(=O)CO3)cc1	-0.4	-1.9	-1	-2.2	0.4	-6	-1.8	-1	-0.2	5	-0.7
CCN(CC)C(=O)Cn1nc(C)c2ccccc2c1=O	-0.1	-1.3	1	0.5	-0.5	2	-0.9	-2	-1.3	2	-1.0
CCc1nnc(NS(=O)(=O)c2ccc(NC(=S)Nc3ccc(F)cc3)cc2)s1	0.6	0.1	-2	-1.2	1.2	2	-2.7	-5	-1.0	0	-1.0
O=C(CNC(=O)c1ccc(Cl)c([N+](=O)[O-])c1)NCC1CCCO1 (stereo not given)	0.3	-2.1	0	0.1	0.8	-3	1.8	6	0.4	-7	-0.4
Cc1n[nH]c(=S)n1/N=C/c1c(O)ccc2ccccc12	0.3	0.4	1	-0.1	1.2	-1	1.7	1	2.5	0	-1.4
Cc1cc(Oc2cccnc2)ccc1NC(=O)Cc1cn(C)c2ccccc12	-0.1	-0.7	-1	-0.1	/	-8	/	-31	-0.3	-2	-1.6
CCOC(=O)CCCCC(=O)c1[nH]c(=O)[nH]c1CSCCO	0.4	-2.3	0	1.9	0.3	5	2.1	2	-0.6	4	-1.2
Cn1c(=O)cc(SCC(=O)NCCCN2CCN(c3ccccc3F)CC2)c2ccccc21	0.1	-0.6	-2	0.6	-1.4	-1	2.6	-7	-5.2	0	-1.4
COc1cccc(CC(=O)Nc2cc(C(F)(F)F)ccc2N2CCCC2)c1	1.0	-0.2	0	-1.7	-0.3	-17	3.7	6	4.7	0	-0.8
CC(C)N1CCN(Cc2cccc3nonc23)CC1CCO (stereo not given)	-0.7	-0.8	2	-0.4	-0.1	-4	0.6	-3	-0.6	0	-0.7
Cc1cc2oc(C(=O)Nc3nonc3C)c(C)c2cc1Cl	0.9	0.7	0	-0.2	1.4	-1	1.9	-6	-2.4	-1	-0.2
CC(=O)/C(=N\Nc1ccc(Cl)cc1Cl)Sc1cccc2cccnc12	-2.7	-6.2	-5	-1.5	-2.9	-5	5.4	21*	-2.4	2	-1.5
c1ccc(Cc2nc3ccccc3s2)cc1	-0.7	7.8	0	5.8*	2.1	-10	1.4	2	2.6	6	-0.3
Cc1ccn(CC(=O)N2CCCC(N3CCN(c4cccc(C(F)(F)F)c4)CC3)C2)n1 (stereo not given)	-0.7	0.1	-1	0.0	-1.0	4	-0.5	4	-2.5	-2	-1.1
CCCN(CC(=O)Nc1ccccc1OC)C(=O)c1ccc(COc2ccccc2)o1	-1.3	-5.0	-2	-1.6	-1.0	-11	2.9	-17	0.6	-1	-1.2
O=C(CCC1CCCN(C(=O)c2cc3ccccc3o2)C1)NCc1ccc(F)c(F)c1 (stereo not given)	0.6	3.5	1	-0.2	2.6	-4	1.9	-9	0.5	6	-0.1
CCN(CC(=O)NCC(=O)Nc1cccc(C)c1C)Cc1ccccc1	-0.6	-0.5	-3	-0.7	-0.4	-11	-0.5	2	-1.0	-2	-0.3
O=C(OC1CCOC1=O)c1ccc(S(=O)(=O)N2CCCCCC2)cc1 (stereo not given)	0.6	0.0	-1	-0.6	0.0	-3	0.2	-4	-1.3	1	-1.3
C/C(=N\NC(=O)C1CC1c1ccccc1)c1cccs1 (stereo not given)	-0.2	-2.4	-3	-0.3	0.5	1	-0.3	3	1.9	-3	-0.6
COc1ccccc1CNC(=O)C1CCCN(S(=O)(=O)c2cccc3nonc23)C1 (stereo not given)	-0.1	-1.3	-2	-1.9	-0.5	-17	0.7	2	-0.6	-3	-0.8
CCCCNC(=O)c1ccccc1NC(=O)CCSc1ccccc1	-0.2	-1.0	1	-1.9	-0.5	-2	1.7	-20	1.0	-2	-1.5
COc1ccc(C)cc1NC(=O)C1CCCN1C(=O)OCc1ccccc1 (stereo not given)	-0.3	-0.7	0	-1.1	-0.3	1	0.0	6	-0.1	-6	-0.9
N#Cc1ccc(CN2CCN(C(=O)C3CC(=O)N(c4ccccc4F)C3)CC2)cc1 (stereo not given)	-1.3	-3.6	-2	-0.1	-0.7	0	-0.5	0	-1.2	0	-1.2
O=C(c1ccc2c3c(cccc13)CC2)C1CCCN(Cc2ccccn2)C1 (stereo not given)	-0.7	-1.9	2	-0.9	-0.4	-191	0.8	-1	-2.2	1	-1.3
COc1cc2c(cc1OC)CN(C(=O)CCNC(=O)c1ccccc1Cl)CC2	1.0	-4.3	-2	-0.7	1.8	-9	0.6	12	0.6	-7	-1.1
CN(C)c1ncnc2c1NC1=C(S2)C(=NCCCC(=O)O)CC(C)(C)C1	-0.2	-0.1	0	-1.4	-0.7	-51	1.4	0	-11	0	-0.8
Cc1cc(=O)[nH]c(N/N=C/c2c(C)nn(-c3ccc(F)cc3)c2Cl)n1	0.4	0.3	-5	-1.2	-0.8	-10	0.7	4	-1.7	6	-1.8
Cc1nc2cc(N)ccc2n1-c1ccccc1	-0.4	0.2	-5	-0.3	0.0	-17	2.3	7	-4.6	0	-0.9
Cc1ccc(-c2nc(C(F)(F)F)cc(=O)[nH]2)cc1	-0.3	-2.2	-2	-0.8	-1.4	-5	0.5	14	-0.4	-1	-1.5
COc1ccc(C(=O)O/N=C2\CCCc3nonc32)cc1	0.4	-0.6	-2	1.4	-0.1	1	-0.6	-5	-0.6	-2	-1.2
CC(=O)NCCCNc1ccc([N+](=O)[O-])cc1	-0.7	5.4	2	6.1*	-0.1	8	1.1	18	-0.2	0	-1.0
Cc1nn(CC(=O)Nc2ccc3c(c2)OCO3)c(C)c1Cl	-1.1	1.8	1	-0.9	-0.1	2	0.6	-2	-2.0	0	-1.1
Cc1ccc(CCNC(=O)C2CCC(=O)N(Cc3ccccc3F)C2)o1 (stereo not given)	4.1*	9.8	2	4.2	-0.2	-7	5.4	-6	-0.3	6	-0.5
CCN(CC)CCn1c2c(c(SCC(=O)Nc3ccc4c(c3)OCCO4)nc1=O)CCCC2	-0.7	1.6	-2	-1.2	-1.4	-14	-0.2	6	1.0	0	-1.0
CCOC(=O)C1CCCN(C(=O)c2ccc(NS(=O)(=O)c3ccc4[nH]c(=O)[nH]c4c3)cc2)C1 (stereo not given)	0.8	-1.2	-3	-0.7	-0.6	-2	2.6	-3	1.8	6	-0.7
Cc1[nH]c(C)c(S(=O)(=O)N2CCN(c3cccc(C(F)(F)F)c3)CC2)c1C(=O)N1CCCC1	-2.4	-1.2	-1	0.7	0.4	-15	-1.0	-5	1.8	7	-1.0
Cc1nc(N2CCOCC2)nc(N2CCCCC2C)c1[N+](=O)[O-] (stereo not given)	-0.4	-1.6	0	-0.2	5.5*	2	3.0	7	0.5	9	-0.8
CCOC(=O)N1CCN(C(=O)CN(C2CCCCC2)S(=O)(=O)c2c(C)cc(C)cc2C)CC1	-0.5	-2.0	0	-1.6	0.1	5	-0.5	-4	-0.3	2	0.1
O=C(NCCCl)C1Cc2c(ccc3ccccc23)O1 (stereo not given)	-0.7	-0.8	-4	0.0	2.0	-5	0.0	3	-0.3	-2	-0.4
CCOC(=O)C1=C(C)S/C(=C\N(C)C)C1=O	-0.1	0.5	0	0.6	0.6	-271	3.2	-10	2.0	0	-1.5
